M1 antagonist = antagonists of rat M1 muscarinic receptor; B-score at 10 µM; CHO-M1 cells, Fluo-4 calcium, ACh EC80 antagonist mode; hits give low values; Muscarinic acetylcholine receptor M1 (Rattus norvegicus), P08482; hit rate 3.4% among 64,000;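 active = calcium fluorescence response, raw or row-and-column corrected B-score, differing from the plate sample mean either way at a set confidence level, mostly lower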
RORA act = activators of orphan receptor RORA, primary screen, cell-based, luminescence. Nuclear receptor ROR-alpha (Homo sapiens), P35398. CHO-K1 Gal4-RORA LBD luciferase reporter; percent increase over mock-subtracted basal signal. hit rate 1.5% among 65,000. activation, % at 10 µM;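 active = activation above the mean of all tested compounds plus 3 SD, cut at about 49% in these data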;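 note: 0% = DMSO-treated RORA cells and 100% = added signal equal to DMSO minus mock-transfected cells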
Target sequence (P35398 whole entry, looked up, the tested form may be a part): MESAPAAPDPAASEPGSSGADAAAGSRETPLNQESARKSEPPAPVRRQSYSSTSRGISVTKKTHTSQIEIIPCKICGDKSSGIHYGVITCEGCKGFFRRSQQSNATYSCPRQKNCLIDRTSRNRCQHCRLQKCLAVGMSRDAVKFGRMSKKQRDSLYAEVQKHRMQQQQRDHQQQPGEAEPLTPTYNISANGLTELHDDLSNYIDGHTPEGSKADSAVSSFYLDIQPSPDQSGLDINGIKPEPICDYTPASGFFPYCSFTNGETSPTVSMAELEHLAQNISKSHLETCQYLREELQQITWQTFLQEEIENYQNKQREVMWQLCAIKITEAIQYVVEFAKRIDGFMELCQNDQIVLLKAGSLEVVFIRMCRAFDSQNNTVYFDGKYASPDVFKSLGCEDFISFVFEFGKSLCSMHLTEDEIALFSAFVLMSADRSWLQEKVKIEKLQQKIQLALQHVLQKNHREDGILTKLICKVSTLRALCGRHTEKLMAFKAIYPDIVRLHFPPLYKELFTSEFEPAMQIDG
E coli RNAP = E. coli RNAP inhibitors, biochemical; DNA-directed RNA polymerase subunit beta (Escherichia coli (strain K12)), P0A8V2; hit rate 0.2% among 62,000; E. coli RNA polymerase, fluorescence transcription assay; inhibition, %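 (tested at 10 µM)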; in the data active = inhibition above about 20%;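 note: 0% = enzyme without compound and 100% = no enzyme blank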
M1 ag = M1 muscarinic receptor agonists, primary screen, CHO-M1 cells, Fluo-4 calcium, agonist mode; Fluo-4 calcium fluorescence; hits give high values; AID 626, 2007; B-score at 10 µM; hit rate 3% among 64,000;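 active = fluorescence rise, raw or as B-score row- and column-corrected plate score, outside the 99.7% band of its plate's samples, either direction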
TNAP act DEA = human TNAP enzyme activators, primary screen, biochemical, luminescent, intermediate phosphate acceptor level | Alkaline phosphatase, tissue-nonspecific isozyme (Homo sapiens), P05186 | 64,000 tested, under 10 active | activation factor at 20 µM | AID 813, 2007 | purified TNAP, CDP-star luminescence, 100 mM DEA, 30 min; hits give high values; scale: 0 levamisole-inhibited, 1 vehicle-only enzyme;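 active = activation factor of at least 2 at 20 µM, relative to controls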
Target sequence (P05186 whole entry, looked up): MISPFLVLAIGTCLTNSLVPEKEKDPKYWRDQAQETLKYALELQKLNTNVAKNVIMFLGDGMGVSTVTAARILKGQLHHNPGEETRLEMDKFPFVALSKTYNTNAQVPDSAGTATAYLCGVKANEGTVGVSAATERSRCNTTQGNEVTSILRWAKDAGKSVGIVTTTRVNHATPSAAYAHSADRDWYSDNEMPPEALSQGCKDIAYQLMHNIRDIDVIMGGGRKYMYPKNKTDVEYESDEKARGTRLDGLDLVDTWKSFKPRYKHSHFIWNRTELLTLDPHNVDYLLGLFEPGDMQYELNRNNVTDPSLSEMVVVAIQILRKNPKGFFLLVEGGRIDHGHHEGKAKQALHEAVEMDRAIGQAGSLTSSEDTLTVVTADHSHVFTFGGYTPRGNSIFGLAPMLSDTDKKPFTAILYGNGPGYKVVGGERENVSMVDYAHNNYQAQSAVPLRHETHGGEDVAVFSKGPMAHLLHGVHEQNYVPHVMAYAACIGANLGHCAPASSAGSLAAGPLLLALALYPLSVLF
SF1 activator = activators of human SF-1, primary screen, cell-based, CHO-K1, Gal4-SF-1 LBD, luciferase luminescence | Steroidogenic factor 1 (Homo sapiens), Q13285 | CHO-K1 Gal4-SF-1 LBD luciferase reporter; % increase over DMSO SF-1-specific signal | AID 522, 2006 | hit rate 1.9% among 65,000 | activation, % at 10 µM;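 active = activation above the mean activation of all tested compounds plus 3 SD, cut at about 50% in these data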
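Test system: CHO-K1 cells co-transfected with Gal4 DBD–human SF-1 LBD, 5xGal4 luciferase reporter. Quantity: 4,000 cells per well. Compound: 10 µM only. Incubation: compound added 1 h post-seeding, 20 h exposure at 37 °C, 5% CO2. Detection: SteadyLite luciferase luminescence. Replication: one test per compound.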
NADH coupling = inhibitors of PK/LDH coupling enzymes, profiling panel, artefact control, biochemical, MLSMR library; coupled PK/LDH NADH assays, four targets; IC50, µM (top dose mostly 10 µM), inactives show at the top dose inhibition; hit rate 0.02% among 65,000;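 active = single-dose screening hits from any of four coupled enzyme assays that gave an IC50 when retested across doses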;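 note: the DPM-DC format reads NADH fluorescence rather than 340 nm absorbance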
Fluor 339 460 = intrinsic fluorescence of library compounds, ex339/em460 – biochemical, MLSMR library, data from DPM-DC assay, artefact control, profiling panel. compound autofluorescence, ex339/em460 nm, NADH buffer; hits give high values; 1 = no-compound wells, NADH background. fluorescence fold increase at 10 µM. hit rate 5.5% among 65,000. AID 709, 2007;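 active = at 10 µM, mean starting fluorescence two-fold or more over control wells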;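 note: signal is the first read of a kinetic run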
tolC growth inh = growth inhibitors of E. coli tolC mutant, primary screen, strain BW25113 ΔtolC::kan, 384-well. hit rate 2.2% among 65,000. OD615. growth inhibition, % at 10 µM (by protocol);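 active = growth inhibition at or above a cutoff equal to the mean over every tested compound plus 3 SD, cut at about 60% in these data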;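 note: growth measured after 20 h incubation at 37 °C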
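Test system – E. coli BW25113 ΔtolC::kan, tolC deletion mutant strain · Detection – OD at 615 nm · Buffer or medium – LB with kanamycin 50 µg/mL · Times – 20 h compound exposure of bacteria at 37 °C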
* hit, by the source's call; / = not tested or not shown; [ ] = dose if it differs, or a comment.

compound,M1 antagonist,RORA act,E coli RNAP,M1 ag,TNAP act DEA,SF1 activator,NADH coupling,Fluor 339 460,tolC growth inh
Brc1cccc(-c2nnc3sc(CNCc4ccco4)cn23)c1,0.035,0,2,-0.031,1,27,3%,1,8
C/C(N)=C(/C#N)C(=O)CSc1nc2cc(Cl)ccc2s1,0.38,-18,6,5.1*,1,-8,7%,1.1,21
Cc1nc2ccc(-c3ccccc3)cc2o1,0.54,6,-8,-0.14,0.9,12,3%,1.1,11
Cc1cccc(C)c1NC(=O)N1CCN(C2CCCCC2)CC1,0.13,-2,10,-0.47,0.9,-4,4%,1,-4
COc1ccc(Nc2ncnc3c2oc2ccccc23)cc1,-0.14,26,6,0.71,0.9,36,10%,1.4,-2
FC(F)(F)c1nnc2sc(-c3cccs3)nn12,0.22,-13,9,0.39,1,-20,3%,1.1,-21
Cc1cccc2cc(CN(Cc3ccco3)C(=O)NC3CCCCC3)c(=O)[nH]c12,-1.4,-22,2,0.57,0.9,3,8%,1.6,64*
CCOC(=O)C1CCN(C(=O)CSc2n[nH]c(=O)[nH]c2=O)CC1,-0.15,-14,6,0.0083,0.9,2,11%,1,-14
CCN(CC)CCNC(=O)Cc1c(C(=O)O)n(CC)c2ccccc12,0.062,11,1,-0.7,1,-8,6%,1.1,-11
O=C(Oc1cccnc1)c1ccc(Cl)cc1,-0.82,-2,7,-0.75,0.9,0,7%,1.1,14
CC(C)Cc1nc2oc3c(N4CCN(C)CC4)ncnc3c2c2c1CCCC2,0.48,-2,6,0.47,1,-7,3%,1.1,-10
C=CCNC(=O)C(C#N)c1nc2ccccc2nc1N1CCCCCC1 (stereo not drawn),-2.8*,-8,11,1.6,0.8,8,0%[fluoresces],2.3*,13
CCc1nnc(NC(=O)CCN2C(=O)CCC2=O)s1,-0.58,9,2,-0.21,1.1,-6,1%,1.1,2
CCn1c(SCC(=O)N2CCOCC2)nc2sc3c(c2c1=O)CCCC3,-0.41,-8,5,1.6,1,-5,7%,1,6
CCOc1cc2[nH]c(=S)n(Cc3ccc(C)o3)c(=O)c2cc1OCC,1.4,-13,9,0.13,0.9,-4,4%,1.2,10
CC1CC(N(C(=O)C2CC2)c2ccccc2)c2ccccc2N1C(=O)C1CC1 (stereo not drawn),0.33,-2,7,0.22,0.9,7,5%,1.1,3
COc1cc(OC)cc(-n2nnnc2SCC(=O)NCc2ccc3c(c2)OCO3)c1,1.9,8,3,0.76,1.1,-8,5%,1.1,16
O=C(O)Cn1c(O)c(C=Nc2ccccc2)sc1=S,0.98,12,6,0.058,0.9,-14,4%,1,-17
COc1ccc(NC(=O)N2CCn3c2nc2ccccc23)cc1,-0.54,1,9,0.73,1,24,2%,1.1,11
CC(C)n1c(SCC(=O)Nc2ccc3c(c2)OCO3)nc2c1c(=O)n(C)c(=O)n2C,-0.096,38,6,0.59,0.9,-2,9%,1.1,/
COCCN(CC(=O)Nc1ccc(F)cc1)S(=O)(=O)c1ccc(S(=O)(=O)N2CCCC2)cc1,0.19,11,10,0.06,0.9,-3,2%,1.1,-14
CCc1c(C)nc(SC)n(CC#N)c1=O,0.32,7,10,0.73,1,-6,1%,1.1,-12
O=C(Cc1ccccc1)NCc1nc2ccccc2[nH]1,-0.53,-6,/,-0.52,/,-11,9%,1.1,-3
CCCCn1c(C(C)NC(=O)c2cccs2)nc2ccccc21 (stereo not drawn),-2.6*,-6,2,0.29,0.9,8,2%,1.1,-3
Cc1cc(=O)[nH]c2c1c(=O)[nH]n2C1CC(C)N(C)CC1C (stereo not drawn),1.4,6,0,0.0088,1,7,7%,1.1,-31
Nc1cc(N)nc(SCc2cc(=O)oc3cc4c(cc23)CCC4)n1,0.82,-8,5,2.6,0.9,7,7%,1.1,20
CC(=O)Nc1ccc(NC(=O)CN(c2ccccc2Cl)S(C)(=O)=O)cc1,-0.072,9,2,0.052,0.9,-4,6%,1.1,-6
CCOc1ccc(N(C(C)C(=O)NC2CCCCCC2)S(C)(=O)=O)cc1 (stereo not drawn),-0.11,5,10,0.19,0.9,-1,1%,1.1,2
CCCCCCC1C(C#N)=C(N)OC2=C1C(=O)CCC2 (stereo not drawn),-2.3*,-4,10,-0.3,0.8,-6,3%,1.1,6
O=S(=O)(CCSc1ccccn1)c1nc2ccccc2s1,0.32,2,6,0.12,0.9,9,5%,1.1,22

Among those listed so far, 2 contain fluorine.
compound,M1 antagonist,RORA act,E coli RNAP,M1 ag,TNAP act DEA,SF1 activator,NADH coupling,Fluor 339 460,tolC growth inh
FC(F)(F)c1nnc2sc(-c3cccs3)nn12,0.22,-13,9,0.39,1,-20,3%,1.1,-21
COCCN(CC(=O)Nc1ccc(F)cc1)S(=O)(=O)c1ccc(S(=O)(=O)N2CCCC2)cc1,0.19,11,10,0.06,0.9,-3,2%,1.1,-14

One compound at a time, as listed above. Values in the order: M1 antagonist, RORA act, E coli RNAP, M1 ag, TNAP act DEA, SF1 activator, NADH coupling, Fluor 339 460, tolC growth inh
Nc1cc(N)nc(SCc2cc(=O)oc3cc4c(cc23)CCC4)n1 across the screens: 0.82, -8, 5, 2.6, 0.9, 7, 7%, 1.1, 20
COCCN(CC(=O)Nc1ccc(F)cc1)S(=O)(=O)c1ccc(S(=O)(=O)N2CCCC2)cc1 across the screens: 0.19, 11, 10, 0.06, 0.9, -3, 2%, 1.1, -14
CC(C)n1c(SCC(=O)Nc2ccc3c(c2)OCO3)nc2c1c(=O)n(C)c(=O)n2C across the screens: -0.096, 38, 6, 0.59, 0.9, -2, 9%, 1.1, /
Cc1cc(=O)[nH]c2c1c(=O)[nH]n2C1CC(C)N(C)CC1C (stereo not drawn) across the screens: 1.4, 6, 0, 0.0088, 1, 7, 7%, 1.1, -31

Another view of part of the listing above:
SMILES: CC1CC(N(C(=O)C2CC2)c2ccccc2)c2ccccc2N1C(=O)C1CC1 (stereo not drawn)
  M1 antagonist: 0.33
  RORA act: -2
  E coli RNAP: 7
  M1 ag: 0.22
  TNAP act DEA: 0.9
  SF1 activator: 7
  NADH coupling: 5%
  Fluor 339 460: 1.1
  tolC growth inh: 3
SMILES: COc1cc(OC)cc(-n2nnnc2SCC(=O)NCc2ccc3c(c2)OCO3)c1
  M1 antagonist: 1.9
  RORA act: 8
  E coli RNAP: 3
  M1 ag: 0.76
  TNAP act DEA: 1.1
  SF1 activator: -8
  NADH coupling: 5%
  Fluor 339 460: 1.1
  tolC growth inh: 16
SMILES: O=C(O)Cn1c(O)c(C=Nc2ccccc2)sc1=S
  M1 antagonist: 0.98
  RORA act: 12
  E coli RNAP: 6
  M1 ag: 0.058
  TNAP act DEA: 0.9
  SF1 activator: -14
  NADH coupling: 4%
  Fluor 339 460: 1
  tolC growth inh: -17
SMILES: COc1ccc(NC(=O)N2CCn3c2nc2ccccc23)cc1
  M1 antagonist: -0.54
  RORA act: 1
  E coli RNAP: 9
  M1 ag: 0.73
  TNAP act DEA: 1
  SF1 activator: 24
  NADH coupling: 2%
  Fluor 339 460: 1.1
  tolC growth inh: 11

The list goes on:
compound,M1 antagonist,RORA act,E coli RNAP,M1 ag,TNAP act DEA,SF1 activator,NADH coupling,Fluor 339 460,tolC growth inh
Cc1nnc(SCCC(=O)Nc2nc(-c3ccccc3)ns2)s1,-0.96,21,0,-0.2,0.9,1,4%,1.1,41
Cc1ccc(C)c(N2CCN(C(=O)C3CCCN(S(=O)(=O)c4cnc[nH]4)C3)CC2)c1 (stereo not drawn),0.055,-7,11,1.1,0.9,-10,6%,1,-5
COC(=O)C1=C(C)NC2=C(C(=O)CC(c3cccs3)C2)C1c1ccsc1 (stereo not drawn),0.47,13,6,2.4,0.9,19,3%,0.8,29
O=C(N1CCCCC1)N1CCN(C(=O)N(c2ccccc2)c2ccccc2)CC1,0.48,-1,6,-1.1,1,0,1%,1,14
COc1cccc(-c2nnc(SCC(N)=O)n2-c2ccc(Cl)cc2)c1,-0.37,4,7,0.012,1,6,1%,1,-8
COCCn1c(C)cc(C(=O)CSc2nncn2-c2ccccc2)c1C,0.00049,3,7,-0.25,1,1,6%,1.1,-6
c1ccc(C(CN2CCOCC2)c2ccccc2)cc1,-1.3,0,/,0.052,1,11,13%,1.1,-3
Cc1ccc(C(c2nnnn2Cc2cccs2)N2CCN(C(=O)c3ccco3)CC2)cc1 (stereo not drawn),0.36,-9,10,0.64,1,4,4%,1.1,16
Cc1c(Cl)cccc1N1C(=O)CC(N(O)c2ccccc2)C1=O (stereo not drawn),-0.1,-20,-1,-0.099,1,-13,6%,1,-2
COc1ccc(N2CCN(Cc3nc4ccccc4c(=O)[nH]3)CC2)cc1,0.22,-15,4,0.52,0.8,-8,3%,1.1,0
Cc1ccccc1-n1nc(C)c2cc(C(=O)N3CCOCC3)sc21,0.62,4,/,0.85,0.9,10,5%,1.1,6
Cc1cc(C)n(Cc2ccc(C(=O)NCc3ccco3)o2)n1,0,-1,3,-0.084,0.9,-9,6%,1.1,-16
Cc1ccc(S(=O)(=O)C(C#N)c2nc3ccccc3nc2N2CCCC2)cc1 (stereo not drawn),0.046,23,9,5,0.9,-9,7%[fluoresces],3.8*,26
CCOCCn1c(CCCO)nc2ccccc21,0.49,-17,11,0.0024,0.9,-1,6%,1.1,-17
Cc1ccc(-n2c(Cc3cccn3C)nnc2SCC(=O)Nc2ccc3c(c2)OCO3)cc1,0.24,-9,-7,0.54,1,25,3%,1.3,26
O=C(CSc1n[nH]c(-c2ccccc2)n1)c1ccc(O)c(O)c1,1.2,-2,4,-0.068,0.7,0,9%,1,20
CC(=O)NS(=O)(=O)c1ccc(N)cc1,-0.22,-21,7,0.44,0.9,-8,2%,1,-4
CN1CCN(C(=O)N2CCNC2=O)CC1,-0.038,-7,-2,-0.54,0.9,-13,13%,1.1,-4
CC(=O)Nn1c(-c2ccccc2)cc2ccccc21,0.24,14,4,1,1,14,4%,1.3,1
COc1ccc(CC(=O)Nc2nc(C)cs2)cc1OC,0.7,-4,4,-1.3,0.9,-3,4%,1.1,14
NC(=O)C1CCN(S(=O)(=O)c2cccc(S(=O)(=O)N3CCCCC3)c2)CC1,0.81,-2,8,0.31,0.9,10,4%,1.1,-15
O=C(Nc1ccc(-c2nc3ccccc3o2)cc1)C1CCCO1 (stereo not drawn),-0.7,38,1,-1,0.9,11,6%,2.1*,18
O=C(CSc1ncn[nH]1)c1ccco1,-0.31,7,3,0.046,0.9,-8,2%,1.1,-13
O=C(Nc1cnn(C23CC4CC(CC(C4)C2)C3)c1)c1cc(-c2ccccc2)on1,/,4,6,/,1,-9,3%,1.1,0
Cc1nn(-c2ccccc2)c(Cl)c1C(=O)NCC(=O)O,-0.086,-17,7,-1.5,0.9,2,12%,1,-32

Assay outcomes from PubChem BioAssay.
